# D2 agonist – HTS Assay for Allosteric Agonists of the Human D2 Dopamine Receptor: Primary Screen for Agonists. activation, % at 2 µM. HEK293 T-REx D2 cells, calcium flux agonist mode. D(2) dopamine receptor (Homo sapiens), P14416. hit rate 0.53% among 340,000;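 active means activation over 3 SD above normal in the single-dose calcium agonist read, cut at about 30% in these data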; further: 0% is about no effect
#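 Tetracycline-induced HEK293 Trex cells with D2 receptor force-coupled to calcium signaling, plated overnight at 30 C and loaded with no-wash calcium dye. Calcium flux read kinetically for 180 s after compound addition; responses flag agonists.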
# D2 potentiator – HTS Assay for Positive Allosteric Modulators of the Human D2 Dopamine Receptor: Primary Screen for Potentiators. D(2) dopamine receptor (Homo sapiens), P14416. HEK293 T-REx D2, calcium flux, EC20 dopamine potentiation. potentiation, % at 10 µM. hit rate 0.34% among 340,000. AID 485347, 2010;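 active means potentiation over 3 SD above the plate norm, cut at about 30% in these data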; further: 0% is about no effect
#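 Tetracycline-induced Hek293 Trex D2 cells, force-coupled to calcium, loaded with no-wash calcium dye. Compound added with 180 s kinetic read for agonism, then EC20 dopamine and a further 180 s read for potentiation.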
# D1 antagonist – Antagonist of Human D 1 Dopamine Receptor: qHTS; activity change, negative = inhibition, % at 10 µM; HEK293 TREx D1 cells, calcium flux, dopamine EC80; active compounds read low; D(1A) dopamine receptor (Homo sapiens), P21728; hit rate 3.2% among 360,000; in the data active means activity change below about -30%; further: on the % scale 0 is the no-effect control and ±100 the full control effect
# Target sequence (P21728 whole entry, looked up): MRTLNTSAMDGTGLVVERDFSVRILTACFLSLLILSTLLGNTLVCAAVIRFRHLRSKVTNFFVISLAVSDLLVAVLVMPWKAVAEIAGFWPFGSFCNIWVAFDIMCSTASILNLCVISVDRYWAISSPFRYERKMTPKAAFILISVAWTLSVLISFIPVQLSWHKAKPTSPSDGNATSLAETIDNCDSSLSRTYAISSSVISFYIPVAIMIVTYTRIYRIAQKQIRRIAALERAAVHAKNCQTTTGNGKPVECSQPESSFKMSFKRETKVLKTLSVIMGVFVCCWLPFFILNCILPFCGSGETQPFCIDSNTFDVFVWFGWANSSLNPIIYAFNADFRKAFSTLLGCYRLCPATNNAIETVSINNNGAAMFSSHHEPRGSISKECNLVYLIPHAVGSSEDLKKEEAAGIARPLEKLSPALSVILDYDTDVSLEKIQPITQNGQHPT
#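 After overnight tetracycline induction at 30 C, force-coupled D1 HEK293 cells took up a no-wash calcium dye at room temperature. Compounds were added and monitored 180 s, and the response to EC80 dopamine was then recorded.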
# D1 agonist – Allosteric Agonists of the Human D1 Dopamine Receptor: qHTS; D(1A) dopamine receptor (Homo sapiens), P21728; HEK293 T-REx D1 cells, calcium flux, agonist mode; activation, % at 2 µM; hit rate 1% among 360,000; further: 0% is about no effect
#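 Agonism was scored from calcium flux recorded over 180 s (1 read/s) after pintool compound addition, following a 10-cycle baseline. Cells were inducible force-coupled HEK293 TREx D1, plated overnight at 30 C and loaded with no-wash calcium dye.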
# D2 antagonist – HTS Assay for Allosteric Antagonists of the Human D2 Dopamine Receptor: Primary Screen for Antagonists; D(2) dopamine receptor (Homo sapiens), P14416; HEK293 TREx D2 cells, calcium flux, dopamine EC80; inhibition, % at 10 µM; hit rate 2% among 340,000; in the data active means inhibition above about 30%; further: 0% is about no effect
#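 Measurement of antagonist activity uses fluorescent calcium dye in inducible HEK293 T-REx D2 cells: 10 s baseline, compound addition with 180 s read, EC80 dopamine addition with a further 180 s read.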
# RXFP1 antag – qHTS Assay for Antagonists of the Relaxin Receptor RXFP1 | HEK293-RXFP1, relaxin-stimulated cAMP HTRF, 30 min; active compounds read low | activity change, negative = inhibition, % at 57.5 µM | hit rate 0.59% among 350,000 | AID 1259400, 2018;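 active means activity change of -60% or lower, but not beyond a set lower limit; inconclusive means change between -60% and -40%, or beyond the set limit; inactive means change above -40%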; further: on the % scale 0 is the no-effect control and ±100 the full control effect
# TRHR agonist – qHTS for Small Molecule Agonists and Allosteric Enhancers of Human TRH Receptor: Primary Screen for Agonists | Thyrotropin-releasing hormone receptor (Homo sapiens), P34981 | activation, % at 2 µM | TRHR cells, calcium flux fluo-8, FDSS agonist mode | hit rate 0.18% among 360,000; further: 0% is about no effect
# Target sequence (P34981 whole entry, looked up): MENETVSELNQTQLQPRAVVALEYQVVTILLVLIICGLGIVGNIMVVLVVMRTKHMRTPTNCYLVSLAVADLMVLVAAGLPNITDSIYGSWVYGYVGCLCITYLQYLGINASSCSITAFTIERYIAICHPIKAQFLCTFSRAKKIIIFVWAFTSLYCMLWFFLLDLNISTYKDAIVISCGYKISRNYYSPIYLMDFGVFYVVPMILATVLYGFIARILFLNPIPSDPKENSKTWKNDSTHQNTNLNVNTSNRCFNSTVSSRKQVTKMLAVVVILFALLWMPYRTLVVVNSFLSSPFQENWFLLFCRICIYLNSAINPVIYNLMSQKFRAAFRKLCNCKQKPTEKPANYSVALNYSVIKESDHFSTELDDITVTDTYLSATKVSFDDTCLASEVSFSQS
#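 Agonist-mode FDSS calcium read (Ex 480/Em 530, 1 s cycles) in 1536-well TRHR cells with fluo-8 dye, after 10-cycle baseline and 23 nL compound addition; TRH at EC20 (10 nM final) added afterwards for the enhancer phase.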
# TRHR enhancer – qHTS for Small Molecule Agonists and Allosteric Enhancers of Human TRH Receptor: Primary Screen for Enhancers; TRHR cells, fluo-8 calcium fluorescence, EC20 TRH enhancement; enhancement, % at 2 µM; AID 493056, 2011; hit rate 0.66% among 360,000; in the data active means enhancement above about 30%; further: 0% is about no effect
#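 Enhancer read-out: after compound pinning and an initial kinetic agonist-mode read, an EC20 of TRH (10 nM final) was injected and fluo-8 calcium signal (Ex 480/Em 530) followed at 1 s/cycle for 100 cycles in TRHR-expressing cells.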
# D1 PAM – Potentiators of Human D1 Dopamine Receptor: qHTS. D(1A) dopamine receptor (Homo sapiens), P21728. HEK293 TREx D1 cells, calcium flux, dopamine EC20 potentiation. potentiation, % at 10 µM. hit rate 0.036% among 360,000. AID 504651, 2011; in the data active means potentiation above about 30%; further: 0% is about no effect
# Starred values were filed as active, the others as inactive; u = inconclusive; x = no result given. Unless noted, no stated cut-off is given here; in the data, active means activation above about 30%; inactive means the rest.
canonical_smiles	D1 agonist	D2 antagonist	RXFP1 antag	D2 potentiator	TRHR enhancer	TRHR agonist	D1 antagonist	D2 agonist	D1 PAM
COc1ccc(/C=N/n2c(C)nc3c([nH]c4ccccc43)c2=O)cc1CN1CCCC(C)(C)C1	3	-4	-5	-4	3	-0.1	-28	-0.2	-1
Cc1ccc(CN2C(=O)CSc3ccc(C(=O)NC4CC4)cc32)cc1	4	4	-17	-1	13	0.2	-22	1.4	x
CN1CCN(C(=O)C2=C[C@@H](c3ccc4c(c3)OCO4)C[C@@H](OCc3ccc(CO)cc3)O2)CC1	-2	2	x	2	18	0.1	-6	-0.5	-1
CSc1cccc(NC(=S)N2CCC(N(C)C(C)C)CC2)c1	3	7	-14	7	0	0.1	-20	-0.1	4
CN1CCN(C(=O)CCc2nc3ccccc3n2-c2ccccc2)CC1	3	-1	2	6	3	-0.2	28	1.9	0
COc1ccc2oc(=O)cc(CN3CCN(C(=O)c4ccccc4Br)CC3)c2c1	0	x	-9	3	-7	-1.2	-22	1.3	-3
CCOC(=O)N1CCN(C(=O)COc2cccc3c2CCN(Cc2ccc(F)cc2)C3=O)CC1	6	1	16	3	4	0.4	-4	0.2	0
CCOc1ccc(NS(=O)(=O)c2ccc(C(=O)NCC(c3cccs3)N3CCOCC3)cc2)cc1 (configuration not stated)	28	-5	-27	-14	8	5.3	-2	12	-7
CCCCC(=O)N/N=C(\C)CC(=O)Nc1cc(Cl)ccc1OC	2	-1	-2	-7	-5	-0.1	4	0.3	2
CN([C@@H](Cc1ccc(OS(=O)(=O)c2cccc3cnccc23)cc1)C(=O)N1CCN(c2ccccc2)CC1)S(=O)(=O)c1cccc2cnccc12	1	-16	x	1	-1	0.1	-25	1.0	0
CCNC(=S)NNC(=O)c1ccc(=O)n(Cc2ccccc2)c1	6	6	-3	-4	-2	-3.1	-11	0.4	-2
CN(CC(=O)Nc1ccc(F)cc1)C(=O)COC(=O)c1ccc(-c2ccccc2)cc1	5	-10	-21	2	14	1.3	-2	1.1	8
Cc1nn(-c2ccccc2)c(OC(=O)C(C)C)c1Sc1ccccc1	-2	x	4	15	1	-0.2	6	-0.1	3
COc1ccc(Cc2nnc(SCc3ccc([N+](=O)[O-])cc3)o2)cc1	2	8	0	-12	-2	-0.6	0	-1.9	0
O=C(NCCn1ccc2ccccc21)c1cccc([N+](=O)[O-])c1	8	-5	3	-4	-3	0.2	-37*	0.4	-3
CCSC(C)CC1CC(=O)CC(=O)C1 (configuration not stated)	0	-3	-2	-4	1	0.2	-6	1.3	4
COc1ccc(CC2(CO)CCN(Cc3cc4ccccc4o3)CC2)cc1	18	x	-14	x	-3	0.9	2	x	2
Cc1cccc(N2CCN(Cc3ccc(Br)o3)CC2)c1C	-1	15	-16	-9	0	0.6	2	-0.3	-10
O=C(CSc1cn(CCNC(=O)c2cccs2)c2ccccc12)NCc1ccccc1	1	-29	-6	-11	2	0.0	2	0.9	4
O=C(Nc1ccc(S(=O)(=O)C(F)F)cc1)c1ccc2c(=O)n3c(nc2c1)CCC3	4	-13	-18	-6	6	-0.4	-3	-0.7	-6
COc1ccc(CNC(=O)C(C)OC(=O)CCN2C(=O)C3CC=CCC3C2=O)cc1 (configuration not stated)	1	-1	0	-6	-5	0.0	-4	0.1	-7
C=CCn1c(SCC(=O)Nc2ccc(F)cc2)nnc1-c1cnccn1	3	-9	-5	4	3	-0.3	7	-0.6	2
CCOc1cc(C(=O)Nc2ccc3nc(N4CCN(C)CC4)cc(C)c3c2)cc(OCC)c1OCC	0	x	-18	3	3	-0.3	-34*	0.0	0
CC(=O)Nc1cccc(-n2cc3c(c2-c2ccccc2Cl)c(=O)n(C)c(=O)n3C)c1	0	x	-30	15	8	-1.1	1	-0.8	-1
O=C(CSc1nnc(NC(=O)C2CC2)s1)Nc1ccc(F)cc1	3	-22	-9	7	11	-0.4	2	-0.5	0
Cn1cc(C(=O)c2cccc(Cl)c2)cc1/C=N\O	-1	-12	-1	6	10	-0.5	0	-0.5	-7
Cc1nn(C(=O)c2cccnc2)c(C)c1C	1	-14	-2	5	5	0.3	0	0.6	-3
CCC1(C)Cc2c(sc3nc(SCC(=O)c4ccccc4)[nH]c(=O)c23)CO1 (configuration not stated)	0	-2	-16	2	-2	0.1	-3	-1.2	-5
COc1cccc(/C=N/NC(=O)C(C)Sc2ccccc2)c1 (configuration not stated)	1	2	-6	-6	8	-1.3	-22	0.5	-1
Cc1cc(C)nc(NC(=O)c2ccc3c(c2)OCO3)c1	0	3	x	-3	1	0.2	17	-0.5	-2

# 4 compounds from above, sorted by their value in D1 agonist, largest number first.
mol	D1 agonist
CCOc1ccc(NS(=O)(=O)c2ccc(C(=O)NCC(c3cccs3)N3CCOCC3)cc2)cc1 (configuration not stated)	28
C=CCn1c(SCC(=O)Nc2ccc(F)cc2)nnc1-c1cnccn1	3
CN([C@@H](Cc1ccc(OS(=O)(=O)c2cccc3cnccc23)cc1)C(=O)N1CCN(c2ccccc2)CC1)S(=O)(=O)c1cccc2cnccc12	1
Cc1cccc(N2CCN(Cc3ccc(Br)o3)CC2)c1C	-1

# (continued)
canonical_smiles	D1 agonist	D2 antagonist	RXFP1 antag	D2 potentiator	TRHR enhancer	TRHR agonist	D1 antagonist	D2 agonist	D1 PAM
COc1ncccc1-c1nnn(-c2ccc(C)cc2)n1	-4	-1	x	-4	-17	-0.5	6	0.0	-1
CCOc1ccccc1OCCCCOc1ccccc1F	3	-7	13	2	-3	-1.0	-5	-0.4	1
COc1cc(/C=C/C(=O)NC(C)C2CC3CCC2C3)cc(OC)c1OC (configuration not stated)	2	12	15	-2	1	-1.7	-6	-0.1	3
CCOc1ccc(Cc2c(Cl)nc(N)nc2Cl)cc1	7	-20	-7	-1	2	0.0	5	-1.5	-2
CC(C)C(NS(=O)(=O)c1cccc(C(F)(F)F)c1)C(=O)O (configuration not stated)	2	4	6	2	15	0.0	-2	2.1	-2
Cn1cc(/C=N/NC(=O)c2cc3cc(Br)ccc3o2)c2ccccc21	1	66*	-7	-21	3	0.1	-1	-0.2	1
Cc1cccc(NC(=O)c2sc3ncnc(N(C)C4CCCCC4)c3c2C)c1C	4	x	-12	8	-1	-0.4	6	1.1	-4
CC(C(=O)c1ccc(-c2ccccc2)cc1)[n+]1cccc(NC(=O)c2ccccc2)c1 (configuration not stated)	0	-29	-18	-4	-2	0.4	-12	0.8	-14
O=C(CSc1ncnc2c1cnn2-c1ccc(F)cc1)NCC1CCCO1 (configuration not stated)	8	-15	-1	4	12	-0.3	-16	-0.2	-4
COc1ccc(CNC(=O)CC2Oc3ccc(C)cc3NC2=O)cc1 (configuration not stated)	1	x	-1	-2	-1	0.1	14	-0.5	-1
C[C@H](NC(=O)c1[nH]cnc1C(=O)Nc1ccccc1)C(=O)OC(C)(C)C	2	4	x	5	-1	-0.3	-1	0.0	-2
Cc1cccc(NC(=O)C2CCCN2S(=O)(=O)c2cccc3cccnc23)c1 (configuration not stated)	4	11	x	15	5	-1.2	-9	-0.8	x
CCOc1ccc(NC(=O)Cn2cc(C(=O)c3ccc(CC)cc3)c(=O)c3cc(OC)c(OC)cc32)cc1	-1	x	x	6	2	1.0	2	0.0	-5
CCc1ccc(S(=O)(=O)c2cn(CC)c3cc(N4CCCCC4)c(F)cc3c2=O)cc1	4	x	-17	4	19	0.1	8	0.0	0
Cc1cc2ccccc2c(=O)n1CC(=O)NCC(=O)N1CCCC(C)C1 (configuration not stated)	0	-5	-5	-2	3	-0.2	-1	-0.4	6
COc1ccc(CCN2CCCC(CN(C)C(=O)c3ccoc3C)C2)cc1 (configuration not stated)	5	5	-12	-9	-5	-0.3	-8	0.2	-1
COc1ccccc1/C=C/C=C1N=C(/C=C/c2ccc(Cl)cc2)OC/1=O	3	17	-7	1	-5	9.1	-3	0.9	-6
Cc1c(OC(C)C(=O)NCCCN2CCOCC2)ccc2c3c(c(=O)oc12)CCC3 (configuration not stated)	1	12	5	24	-9	-0.1	3	0.1	-5
CC(=O)NCCc1nc2ccccc2n1CCOc1ccc(C)cc1	2	10	12	-6	-4	0.4	-20	1.3	-1
Cc1cc(C)c2c(c1)/C(=N/NS(=O)(=O)c1ccc(Br)cc1)CCC2	3	9	1	1	11	1.5	10	0.6	0
Cc1n[nH]c(=S)n1-c1cccc(Cl)c1	3	3	-34	17	1	-0.1	0	1.1	4
O=C(COC(=O)c1cccc2ccccc12)NCC1CCCO1 (configuration not stated)	-1	7	-5	-3	2	-1.2	-2	-0.5	-3
CCn1c(CN2CCCCC2)nc2cc(NC(=O)c3cc(OC)c(OC)c(OC)c3)ccc21	1	x	0	2	3	0.6	5	21	0
COC(=O)CN1C(=O)CSc2ccc(S(=O)(=O)Nc3c(C)cc(C)cc3C)cc21	2	x	-3	5	-1	-0.5	2	-0.2	-2
CN1c2ccccc2C(C)(C)[C@]12C=Cc1cc(O)ccc1O2	-3	-1	-27	-28	3	0.0	0	0.1	-4
CCOC(=O)C(NCc1ccc(OC)cc1)(NC(C)=O)C(F)(F)F (configuration not stated)	1	2	19	-5	-1	-0.1	-1	3.5	-3
CCNc1ccc(S(=O)(=O)N(C)C)cc1NCC(=O)Nc1ccccc1Br	6	x	-24	-6	-5	0.1	8	x	-1
COc1ccc(C(=O)Oc2cccc(/C=N/NC(N)=S)c2)cc1	0	3	u	-2	-4	-0.5	1	0.4	1
CCC1C(=O)Nc2ccccc2N1C(=O)c1ccc(Cl)nc1 (configuration not stated)	0	-3	16	3	-3	0.4	-4	0.7	0
Cc1cc(C)c(C#N)c(N2CCN(c3ccc(F)cc3)CC2)n1	1	-14	-4	10	-2	-0.3	-7	1.0	1
Cc1c(Cl)cccc1NC(=O)CSc1ccc(-c2ccccn2)nn1	0	x	10	1	2	0.0	3	-0.5	1
O=C(O)c1ccccc1S(=O)(=O)Cc1ccccc1	6	36*	-6	-11	2	-0.1	8	0.9	10

# Screening data deposited in PubChem by National Center for Advancing Translational Sciences (NCATS).
